sEH inh = inhibitors of human soluble epoxide hydrolase | P34913 | recombinant human sEH enzymatic activity assay | inhibition, % at 2 µM | 91,000 tested, 0.34% active | AID 707; in the data active means inhibition above about 80%; further: values of inactives mirror those of a sister screen read the other way; many of its hits are not listed in these tables
Target sequence (P34913 whole entry, looked up): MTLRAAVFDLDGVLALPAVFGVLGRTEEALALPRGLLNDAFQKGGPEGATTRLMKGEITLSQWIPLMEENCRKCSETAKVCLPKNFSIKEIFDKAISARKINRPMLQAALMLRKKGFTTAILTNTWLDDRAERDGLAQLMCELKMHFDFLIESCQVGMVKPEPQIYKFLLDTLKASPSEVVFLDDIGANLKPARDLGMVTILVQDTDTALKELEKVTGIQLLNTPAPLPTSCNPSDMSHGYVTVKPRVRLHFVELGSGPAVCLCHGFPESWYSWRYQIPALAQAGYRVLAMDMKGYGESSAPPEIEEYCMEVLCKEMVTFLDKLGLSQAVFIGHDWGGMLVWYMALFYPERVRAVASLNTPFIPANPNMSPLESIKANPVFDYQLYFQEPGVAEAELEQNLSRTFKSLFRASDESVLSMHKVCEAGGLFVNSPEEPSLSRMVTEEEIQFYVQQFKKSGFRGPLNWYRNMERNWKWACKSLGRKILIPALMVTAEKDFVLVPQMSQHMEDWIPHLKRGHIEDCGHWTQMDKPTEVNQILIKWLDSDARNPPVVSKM
VCAM1 TNFa inh = reduces TNF alpha induced VCAM1 expression in HUVEC | HUVEC TNFa-induced VCAM-1 immunofluorescence, high-content imaging | inhibition, % at 2 µM | 95,000 tested, 0.48% active | AID 802;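 active means inhibition above the batch mean plus 3 SD, with images confirmed as a hit by eye, cut at about 37% in these data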;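 further: 0% = TNF-stimulated DMSO wells and 100% = unstimulated control wells; not every result past the cut was called active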
cytoskel mod = alters cytoskeleton assembly in HUVEC cells; HUVEC TNFa F-actin phalloidin imaging, high content; inhibition, % at 2 µM; 91,000 tested, 0.18% active; AID 836;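 active means inhibition above the batch mean plus 3 SD and confirmed as a hit by visual image inspection, cut at about 30% in these data, passing the limit was not always enough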; further: strong numbers were not always called active
IL1B cytotox = toxic to HUVEC cells under IL-1B stimulation. cell count reduction, % at 2 µM. HUVEC cell count loss, Hoechst imaging, IL-1B stimulated. 94,000 tested, 0.41% active;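 active means cell count reduction more than 3 SD above the screen-wide mean, cut at about 70% in these data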;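 further: normalized per plate to untreated control cells as the no-loss baseline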
HUVEC tox TNFa = HUVEC cytotoxicity counter-screen, TNF alpha stimulated; HUVEC TNFalpha-stimulated, Hoechst cell count, imaging; cell count reduction, % at 2 µM; 93,000 tested, 0.17% active; AID 848;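 active means cell count reduction exceeding the screen mean by over 5 SD, scaled to untreated wells per plate, cut at about 78% in these data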;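 further: cells counted after 24 h of TNF alpha exposure following the 1 h pretreatment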
Calb biofilm kill = kills Candida albicans biofilms. AID 834. C. albicans biofilm + clotrimazole, Alamar Blue. inhibition, % at 6 µM. 85,000 tested, 0.14% active;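 active means inhibition above 20%; inactive means inhibition below 20%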;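 further: preformed 24 hr biofilms exposed to compound for 48 hr; 0% = biofilm without compound and 100% = blank killed by clotrimazole plus chlorhexidine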
sEH activator = soluble epoxide hydrolase (human) activation. 91,000 tested, 0.04% active. activation, % at 2 µM. purified human sEH enzymatic activity, activator screen. P34913; in the data active means activation above about 37%; further: values of inactives mirror those of a sister screen read the other way
ERb SRC1 inh = ER-beta (human) coactivator binding inhibition; Q92731; TR-FRET ER-beta LBD / SRC1-Cy5 peptide binding; receptor agonist-loaded with 1 µM estradiol; inhibition, % at 25.6 µM; 86,000 tested, 1.3% active;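 active means compounds whose percent inhibition of the receptor-coactivator binding signal exceeds about 50% in the single-dose screen, limit read from the data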;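 further: 0% = receptor plus peptide wells without compound and 100% = peptide-only wells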
Smad3 inh = inhibitors of human Smad3 transcription factor binding. AID 630. P84022. 88,000 tested, 0.29% active. inhibition, % at 25 µM. TR-FRET Smad3/Dy647-FoxH1 peptide binding, europium anti-His;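 active means compounds that reduce the energy-transfer binding signal between the protein and its labelled peptide by more than half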;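 further: 0% = Smad3 plus labelled peptide maximal FRET and 100% = peptide-only background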
Target sequence (P84022 whole entry, looked up): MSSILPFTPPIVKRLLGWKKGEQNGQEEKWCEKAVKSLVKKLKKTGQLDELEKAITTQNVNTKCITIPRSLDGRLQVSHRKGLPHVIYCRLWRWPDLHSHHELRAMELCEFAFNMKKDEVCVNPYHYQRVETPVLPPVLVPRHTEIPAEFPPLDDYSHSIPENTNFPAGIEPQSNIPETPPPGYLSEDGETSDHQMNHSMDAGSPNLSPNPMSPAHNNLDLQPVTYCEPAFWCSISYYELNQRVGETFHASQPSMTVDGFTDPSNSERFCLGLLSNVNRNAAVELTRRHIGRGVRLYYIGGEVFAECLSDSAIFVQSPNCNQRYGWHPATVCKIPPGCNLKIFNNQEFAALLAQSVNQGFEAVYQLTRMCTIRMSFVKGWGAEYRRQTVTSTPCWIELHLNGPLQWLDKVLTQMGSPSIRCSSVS
* marks the source's active call; other numbers are inactive results; . = not tested or not shown; [ ] = another dose, or the depositor's remark. Some of the compounds tested; rates above refer to the full screens.

nr	Compound	sEH inh	VCAM1 TNFa inh	cytoskel mod	IL1B cytotox	HUVEC tox TNFa	Calb biofilm kill	sEH activator	ERb SRC1 inh	Smad3 inh
1	Cc1ccc(S(=O)(=O)N2CCOCC2)c(C)c1-n1cnnn1	8.7	-9.7	2.4	-40.5	.	2.9	-6.5	-21.4[fluorescence artefact?]	8.5
2	COC(=O)c1ccc(-n2nnnc2SCc2ccccc2OC)cc1	12.1	.	.	.	.	4.0	-12.0	1.4[fluorescence artefact?]	2.5
3	COCCCNC(=O)c1ccc(Cn2c(=O)c3ccccc3n(Cc3ccccc3C#N)c2=O)cc1	25.1	-3.7	10.3	.	-23.9	-1.4	-27.2	-3.6	14.3
4	O=C1CC(c2ccc(S(=O)(=O)NCc3ccccc3)cc2)CN1 (stereo unspecified)	8.0	8.0	-10.5	-2.5	-9.7	-4.5	-10.4	-10.0	4.2
5	Nc1ccc(C(=O)n2c3ccccc3c3ccccc32)cc1	6.0	44.4	-9.3	-40.5	.	2.1	-3.7	-8.1	8.4
6	CC(=O)Nc1ccc(S(=O)(=O)N2CCN(Cc3ccccn3)CC2)cc1	6.0	31.1	1.7	17.6	2.3	-1.7	-5.6	-0.5[fluorescence artefact?]	-7.0
7	O=C(CCCCn1c(=O)c2ccccc2n(Cc2ccc(F)cc2Cl)c1=O)NCc1ccco1	13.9	-2.6	3.8	-1.6	-1.3	-4.5	-12.6	3.0[fluorescence artefact?]	-10.0
8	CON1C(=O)C(=O)N(OC)C(C)(C)C1C (stereo unspecified)	-16.9	-4.4	-10.8	7.9	-6.6	.	14.5	.	.
9	O=C(O)CCCC(=O)Nc1ccc(Br)cc1C(=O)O	-10.1	-4.4	-0.8	-128.3	3.0	1.2	10.8	18.7	-13.3
10	O=C(O)CCCNS(=O)(=O)c1ccccc1	-5.9	-8.8	-7.5	7.9	-5.4	1.5	11.5	9.3	-17.1
11	Cc1ccc(C)c(N2CCN(C(=O)c3cn(C)c4ccc(S(=O)(=O)N(C)C)cc4c3=O)CC2)c1	-0.8	13.7	-1.4	6.7	-14.9	4.7	0.0	-3.8	1.8
12	CCOc1ccccc1NC(=O)N1CCC(NC(=O)c2ccccc2C)CC1	-1.7	-1.9	1.1	-2.7	-11.8	4.2	1.8	31.6	4.7
13	CN(C(=O)c1cc2n(n1)C(C(F)(F)F)CC(c1ccco1)N2)c1ccc(OC(F)(F)F)cc1 (stereo unspecified)	3.5	-21.9	-8.5	-13.7	-23.6	-1.1	0.5	-6.7	-2.3
14	CCC(c1nnnn1CCOC)N(Cc1cc2c(C)cc(C)cc2[nH]c1=O)CC1CCCO1 (stereo unspecified)	7.2	3.8	-15.4	-22.4	9.4	0.0	-8.2	-8.2	-0.9
15	Cc1ccccc1NS(=O)(=O)c1cc(C(=O)NCCC2=CCCCC2)ccc1Cl	79.1	23.7	-3.9	2.9	-4.4	.	-78.5	.	.
16	COc1cccc(C2=NO[C@@H]3C(=O)N(Cc4ccccc4)C(=O)[C@H]23)c1OC	-10.3	4.6	-1.4	-37.5	-10.8	6.7	12.2	-2.2	6.3
17	CCSc1ncnc2c(C#N)c3n(c12)CCCCC3	.	-10.9	27.8	-15.0	-10.5	-2.3	.	-3.0	-5.0
18	CCCn1c(N2CCN(CC(=O)c3c(C)n(C)c4ccc(OC)cc34)CC2)nc2c1c(=O)[nH]c(=O)n2C	2.7	-23.2	-4.8	-4.6	6.7	2.7	0.8	-6.5	6.7
19	CC(C)c1nc(SCC(=O)c2ccccc2)c2c(=O)n(C)c(=O)n(C)c2n1	16.3	17.6	-8.4	16.1	9.9	.	-13.3	.	.
20	O=C(Nc1ccc(-c2csc(-c3ccccc3)n2)cc1)c1ccccc1Cl	7.2	-3.7	4.7	-10.8	-7.2	.	-4.6	.	.
21	COC(=O)c1ccc(C)c(NC(=O)C2COc3ccccc3O2)c1 (stereo unspecified)	1.7	7.3	-9.4	-36.6	0.4	6.4	0.8	-11.4	8.0
22	CSc1nc(-c2ccco2)nn1C(=O)c1ccc(Cl)cc1	11.7	7.3	2.3	3.0	-7.6	8.8	-11.2	0.2	0.9
23	O=C1CC(N(CCc2ccccc2)C(=S)Nc2cc(Cl)ccc2Cl)C(=O)N1c1c(Cl)cccc1Cl (stereo unspecified)	17.5	5.9	-12.4	-41.1	7.1	.	-15.4	.	.
24	O=C(O)c1ccccc1CSc1ncn[nH]1	-9.4	8.8	1.1	13.9	6.9	-3.0	9.2	18.7	-14.3
25	CCCCC(=O)Nc1ccc(C(=O)NCC(=O)OC)cc1	-13.7	-9.7	-2.8	8.2	-9.4	7.7	13.1	-10.4	8.7
26	CC1(C)CC(NC(=O)c2coc(=O)c(Br)c2)CC(C)(C)N1	.	-3.8	-0.2	.	1.5	-4.0	.	-2.3[fluorescence artefact?]	2.7
27	CCN(CC)CCNC(=O)c1cn(-c2ccccc2)nc1-c1cccs1	-10.0	-1.0	.	1.2	-9.2	5.9	6.8	-7.8	6.2
28	CCOc1ccccc1C(=O)NC(C)c1ccc2c(c1)OCO2 (stereo unspecified)	7.0	24.2	-2.6	-3.3	22.7	10.7	-3.4	-8.8[fluorescence artefact?]	6.8
29	CC1=NN(C(=O)Cc2ccc([N+](=O)[O-])cc2)C(O)(c2ccccc2)C1 (stereo unspecified)	-19.1	0.9	-3.5	7.0	21.1	0.2	18.4	0.2	-20.6
30	CCOC(=O)c1c(C)[nH]c(C)c1C(=O)COC(=O)c1ccc(Cl)c(S(N)(=O)=O)c1	9.6	23.8	-4.1	-27.3	-3.0	3.9	-7.1	17.2	-20.1
31	O=c1[nH]c2ccccc2nc1C(F)(F)C(F)F	-9.2	-24.8	13.9	-19.5	-35.5	8.7	7.7	-3.3	0.3
32	O=C(NCc1ccco1)c1cc(-c2ccc3c(c2)OCO3)on1	1.6	3.1	10.8	-12.3	-1.8	8.0	-1.3	10.6	5.7
33	CC(=O)Nc1ccc(S(=O)(=O)n2nc(C)cc2C)cc1	-3.5	28.4	-10.0	5.0	-9.9	6.2	5.6	-7.0	3.5
34	Cc1sc2nc(-c3ccco3)oc(=O)c2c1C	-5.7	-1.5	1.1	-16.3	-18.6	0.3	3.4	18.7[fluorescence artefact?]	-0.5
35	Clc1ccc(CSc2nnc(-c3cccnc3)o2)cc1	8.1	9.3	-9.8	-4.5	-11.2	5.0	-4.9	-8.1	1.9
36	CCOc1ccc(N=C2NC(=O)C(CC(=O)O)S2)cc1 (stereo unspecified)	-0.7	-1.6	27.4	-7.1	-9.3	.	0.9	.	.
37	Cc1cc(N2CCOCC2)nc2ccc(NC(=O)CCC(=O)N3CCCC(C)C3)cc12 (stereo unspecified)	.	14.6	-1.3	-11.0	-9.3	.	.	.	.
38	CCn1c(SC)nnc1-c1sc2cc(Cl)ccc2c1Cl	11.2	1.5	-0.1	-18.4	-6.7	-1.5	-8.6	-15.1	4.5
39	COc1ccccc1Nc1nc(-c2sc(NC(=O)c3ccccc3)nc2C)cs1	16.3	1.4	8.3	2.6	-3.8	.	-13.9	.	.
40	CN(Cc1cnn(C)c1)C(=O)c1cc2ccccc2oc1=O	7.6	-11.2	-6.7	-6.7	16.5	-2.6	-6.4	-2.4	-2.1
41	CCCCn1c(N)c(-c2nc3ccccc3s2)c2c([N+](=O)[O-])nn(C)c(=O)c21	10.3	8.3	-4.0	-15.0	-5.7	.	-7.4	.	.
42	COc1ccc(-c2nc3ccccc3c(=O)o2)cc1OC	4.3	4.1	13.3	-21.1	.	.	-2.4	.	.
43	CC(C)(C)c1ccc2c(c1)OCC(C(=O)O)O2 (stereo unspecified)	-5.4	9.2	4.4	-18.7	5.0	6.3	6.7	-0.1	7.0
44	COc1ccc(NC(=O)CCN2CCN(S(=O)(=O)c3ccc(C(C)C)cc3)CC2)cc1	13.8	17.3	-16.2	24.8	-2.0	2.0	-11.2	-6.1	-49.0
45	COC(=O)c1ccccc1NC(=O)CN1CCC(NC(=O)c2ccc(C)cc2)CC1	-2.8	12.8	12.7	21.8	-29.5	10.4	0.6	29.9	-10.2
46	CCN(CC)CCCNC(=O)c1nn(-c2ccccc2OC)c(=O)c2ccccc12	14.2	-3.9	4.8	-30.5	-12.7	.	-11.9	.	.
47	O=C(N/N=C/c1cccc(OCc2ccccc2)c1)c1cccs1	57.9	-5.3	11.8	-4.8	-12.3	7.8	-56.7	-9.8	1.9
48	O=c1c2ccc(Cl)cc2nc(-c2cccc(C(F)(F)F)c2)n1O	1.4	11.8	8.8	-5.3	-6.6	.	-0.3	.	.
49	Cc1ccc(C)c(NC(NC(=O)c2cccnc2)C(Cl)(Cl)Cl)c1 (stereo unspecified)	10.4	6.0	36.7	-28.2	-7.1	.	-8.3	.	.
50	Cc1ccc2nc(NC(=O)C3CCCN(S(=O)(=O)c4cnc[nH]4)C3)sc2c1 (stereo unspecified)	-5.3	0.4	5.6	-27.1	-8.5	8.3	5.3	19.2[fluorescence artefact?]	-5.3

Later entries
nr	Compound	sEH inh	VCAM1 TNFa inh	cytoskel mod	IL1B cytotox	HUVEC tox TNFa	Calb biofilm kill	sEH activator	ERb SRC1 inh	Smad3 inh
51	CCN1C(=O)/C(=C/C=C2/SCCN2C)SC1=S	2.9	-4.3	22.0	1.9	1.5	.	-1.8	.	.
52	Cc1cccc(NC(=O)c2cccc(Cn3cc(Br)c([N+](=O)[O-])n3)c2)c1C	16.4	2.6	-0.9	27.5	-22.6	.	-13.6	.	.
53	Cc1cc(-c2ccc(Cl)cc2)oc(=O)c1NC(=O)c1ccccc1	13.3	8.4	-23.3	-11.4	-11.5	.	-15.0	.	.
54	COc1cc(S(=O)(=O)N(C)C)ccc1Br	8.8	-3.7	-5.3	25.5	-12.7	-0.8	-10.6	-31.9	12.3
55	CC1CCc2sc3nc(NCc4ccco4)n4ncnc4c3c2C1 (stereo unspecified)	8.7	-2.7	-15.3	-1.9	-22.7	8.4	-9.1	11.3	0.2

3 compounds from above, arranged by their value in sEH inh, largest number first:
No. | SMILES | sEH inh
53 | Cc1cc(-c2ccc(Cl)cc2)oc(=O)c1NC(=O)c1ccccc1 | 13.3
54 | COc1cc(S(=O)(=O)N(C)C)ccc1Br | 8.8
55 | CC1CCc2sc3nc(NCc4ccco4)n4ncnc4c3c2C1 (stereo unspecified) | 8.7

Entries 54 to 55, quoted:
nr	Compound	sEH inh	VCAM1 TNFa inh	cytoskel mod	IL1B cytotox	HUVEC tox TNFa	Calb biofilm kill	sEH activator	ERb SRC1 inh	Smad3 inh
54	COc1cc(S(=O)(=O)N(C)C)ccc1Br	8.8	-3.7	-5.3	25.5	-12.7	-0.8	-10.6	-31.9	12.3
55	CC1CCc2sc3nc(NCc4ccco4)n4ncnc4c3c2C1 (stereo unspecified)	8.7	-2.7	-15.3	-1.9	-22.7	8.4	-9.1	11.3	0.2

Bioassay records deposited in PubChem by several laboratories.
